High-throughput results deposited in PubChem BioAssay by NCI.
Growth percent in the NCI-60 one-dose screen (48 h, 10 µM unless noted): 100 = growth as untreated, 0 = no growth, -100 = all killed.
NCI-H522: NCI-H522 lung cancer; AID 1794739; hit rate 8% among 78,000
NCI-H322M: NCI-H322M lung cancer. hit rate 2.7% among 80,000
NCI-H226: NCI-H226 lung cancer | hit rate 3.5% among 79,000 | AID 1794732
COLO 205: COLO 205 colon cancer; hit rate 7.3% among 79,000; AID 1794742
HCT-15: HCT-15 colon cancer; hit rate 5.2% among 82,000; AID 1794746
HCT-116: HCT-116 colon cancer; hit rate 7.3% among 82,000; AID 1794798
NCI-H23: NCI-H23 lung cancer | hit rate 4% among 80,000
NCI/ADR-RES: NCI/ADR-RES ovarian cells; hit rate 4.4% among 81,000
NCI-H460: NCI-H460 lung cancer | hit rate 6.8% among 82,000
* hit, by the source's call; · = no result given; & = joins results of further samples; [ ] = another dose, or the depositor's remark. How the source made its calls: active means growth percent below 10; inactive means the rest. Random draw from the library; any-hit rate near 13%.

SMILES | NCI-H522 | NCI-H322M | NCI-H226 | COLO 205 | HCT-15 | HCT-116 | NCI-H23 | NCI/ADR-RES | NCI-H460
NC(=O)c1ncn([C@@H]2O[C@H](CO)[C@@H](O)[C@H]2O)n1 | 71 | 88 | 106 | 83 | 84 | 90 | 99 | 88 | 100
Cc1nc2ccccc2c(/C=C/c2ccccc2)c1C(=O)/C=C/c1ccc2c(c1)OCO2 | 31 | 78 | · | 85 | 44 | 33 | 60 | 68 | 40
COc1ccc(C2CC(c3ccc4c(c3)OCO4)=Nc3c(N)ncnc3N2)cc1 (stereo not given) | 108 | 95 | 100 | 100 | 94 | 99 | 107 | 92 | 111
O=C(O)CC(=O)Nc1ccccc1 | 95 | 105 | 101 | 108 | 112 | 108 | 101 | 106 | 108
O=C(NNC(=O)c1ccncc1)C1=CN=C2Sc3ccccc3N2[C@H]1c1ccccn1 | 77 | 95 | 116 | 98 | 96 | 88 | 81 | 90 | 102
NC(=O)NC(=O)/C=C/C(=O)O | · | 90 | 100 | 109 | 92 | 107 | 105 | 105 | 104
Cc1cc(N/N=C/c2ccccn2)nc2c(C)cccc12 | 84 | 63 | 82 | 110 | 99 | 49 | 90 | 76 | 83
CCC1=C(Nc2ccccc2)COC1=O | 86 | 88 | 92 | 144 | 95 | 92 | 97 | 97 | 110
CCNCCCCCCNc1cc(OC)cc2cccnc12 | 135 | 102 | 109 | 106 | 103 | 94 | 112 | 105 | 111
CCOC(=O)C(c1ccccc1)c1ccccc1 | 91 | 102 | 95 | 132 | 101 | 98 | 102 | 107 | 111
O=C1Nc2ccccc2/C1=N/N1C(=O)CNC1=S | 96 | 86 | 71 | 109 | 89 | 93 | 87 | 99 | 97
CC(C)=CCCC(C)c1ccc(C)c2c1OCN(CC1CCNCC1)C2 (stereo not given) | · | 99 | 103 | 76 | 40 | -37* | 82 | 83 | 25
C/C=C\C=N\NC(=O)N/N=C\C=C\C | 106 | 103 | 102 | 117 | 109 | 105 | 102 | 101 | 111
CC(C)Nc1nc(N)nc2nc(-c3ccc(Cl)cc3)c(-c3ccc(Cl)cc3)nc12 | 92 | 105 | 91 | 92 | 100 | 97 | 110 | 111 | 110
Cc1ccc(C(C)C)cc1NC(=O)C(C)c1ccc(CC(C)C)cc1 (stereo not given) | 101 | 106 | 102 | 118 | 97 | 101 | · | 97 | 97
Cn1c(=O)c2[nH]c(SCc3cccnc3)nc2n(C)c1=S | 100 | 124 | 112 | 100 | 104 | 106 | 95 | 102 | ·
COC(=O)c1cc(C(=O)C(F)(F)F)n2c1ccc1c3ccccc3ccc12 | 98 | 94 | 93 | 98 | 100 | 105 | 98 | 104 | 104
Cn1cc(-c2nn3c(=O)cc(-c4ccsc4)nc3s2)c2ccccc21 | 100 | 100 | 96 | 104 | 104 | 111 | 103 | 101 | 98
O=S(=O)(O)NC1CCCCC1 | 111 | 93&118 | 91&109 | 101&112 | 104&99 | 95&117 | 88&99 | 99&112 | 101&114
COc1ccc(NC(=O)NS(=O)(=O)c2c[nH]c(=S)[nH]c2=O)cc1 | 68 | 101 | 95 | 110 | 101 | 77 | 81 | 91 | 105
OCC(CCl)(CCl)CCl | 111 | 98 | 96 | 114 | 98 | 101 | 104 | 100 | 109
COc1ccc(C(=O)c2cc(F)c(F)c(OC)c2F)c(O)c1O | 68 | 92 | 93 | 100 | 68 | 73 | 90 | 68 | 85
C=CCN(CC=C)c1ncnc2[nH]ncc12 | 86 | 105 | 87 | 100 | 101 | 95 | 100 | 95 | 99
CNC(=O)c1ccnc(Cn2nc(C)c(NC(=O)c3ccc(COc4ccc(C(F)(F)F)cc4C)cc3)c2C)c1 | 35 | 89 | 69 | 93 | 87 | 63 | 81 | 94 | 92
NC(=Nc1ccc(N)cc1)C(N)=Nc1ccc(N)cc1 | 111 | 105 | 94 | · | 98 | 96 | 108 | 100 | 106
O=[N+]([O-])c1ccc(Nc2ccccc2N=Cc2ccccc2O)c2nonc12 | 91 | 98 | 77 | 102 | 102 | 95 | 94 | 95 | 99
CCCCn1cnc2c(=O)[nH]c(N)nc21 | 94 | 96 | 92 | 104 | 104 | 96 | 99 | 100 | 108
O=c1[nH]n(-c2ccccc2)c(=O)c2ccccc12 | 99 | 102 | 103 | 117 | 98 | 103 | 104 | 106 | 104
CC(Nc1ncnc2ccc(-c3cnc(N)nc3)cc12)c1ccccc1 (stereo not given) | 12 | 2.7* | 21 | 50 | 22 | 33 | 50 | 53 | 35
COc1cc2ccn(CC(=O)N[C@@H](CC(C)C)B(O)O)c(=O)c2cc1OC | · | 100 | 104 | 104 | 99 | 104 | 106 | 104 | 105
Cc1c2cnccc2c(C)c2c1oc1ccccc12 | 70 | · | 69 | 52 | 72 | 45 | 56 | 74 | 28
NC(=O)Nc1nc(-c2ccccc2)no1 | 99 | 112 | 103 | 129 | 113 | 96 | 106 | 104 | 105
Nc1nc(Nc2cc(Cl)ccc2O)nc(C(Cl)(Cl)Cl)n1 | 79 | 103 | 96 | 121 | 89 | 97 | 97 | 105 | 100
COc1ccc(C2=C(C)c3ccc(OC(C)=O)cc3OC2(C)C)cc1 | 89 | 89 | 112 | 109 | 96 | 99 | 102 | 108 | 107
C=CC(CO)OCC(CC)CC (stereo not given) | 98 | 123 | 108 | 119 | 102 | 99 | 106 | 102 | 107
CC(=O)N1CCOCC1 | 99 | 109 | 106 | 122 | 104 | 110 | 108 | 109 | 108

One compound at a time, from the list above. Order of values: NCI-H522, NCI-H322M, NCI-H226, COLO 205, HCT-15, HCT-116, NCI-H23, NCI/ADR-RES, NCI-H460
Cc1c2cnccc2c(C)c2c1oc1ccccc12 is listed with 70, ·, 69, 52, 72, 45, 56, 74, 28
NC(=O)Nc1nc(-c2ccccc2)no1 is listed with 99, 112, 103, 129, 113, 96, 106, 104, 105

Remaining list, next part
SMILES | NCI-H522 | NCI-H322M | NCI-H226 | COLO 205 | HCT-15 | HCT-116 | NCI-H23 | NCI/ADR-RES | NCI-H460
CC(C)NS(=O)(=O)c1ccccc1 | 99 | 122 | 96 | 102 | 99 | 102 | 100 | 106 | 116
COC(=O)[C@]12CC[C@@H](C)[C@H](C)[C@H]1C1=CC[C@@H]3[C@@]4(C)C/C(=C\c5ccco5)C(=O)C(C)(C)[C@@H]4CC[C@@]3(C)[C@]1(C)CC2 | 92 | 100 | 100 | 114 | 112 | 106 | 105 | 103 | 110
O=C(O)CCCCCC1CCCCC1 | 104 | 100 | 88 | 115 | 108 | 104 | 102 | 105 | 110
CN(C)c1ccc(C(=O)CCCCCCC(=O)c2ccc(N(C)C)cc2)cc1 | 84 | 106 | 100 | 110 | 98 | 94 | 87 | 88 | 107
Cc1noc(NS(=O)(=O)c2ccc(NC(=S)/N=C/c3c(O)[nH]c(=O)[nH]c3=O)cc2)c1C | 75 | 103 | 103 | 108 | 105 | 88 | 99 | 110 | 107
N#C/C(=C\c1ccc(-c2ccc(Cl)cc2)o1)c1nc(-c2ccco2)cs1 | 91 | 92 | 89 | 109 | 86 | 101 | 94 | 97 | 96
O=C(O)C1=C(CSc2nnnn2CS(=O)(=O)O)CS[C@@H]2C(NC(=O)[C@H](O)c3ccccc3)C(=O)N12 (stereo not given in full) | 85 | 105 | 99 | 104 | 102 | 103 | 104 | 104 | 107
Nc1cc2ccncc2c2ccccc12 | 98 | 62 | 44 | 62 | 75 | 38 | 68 | 53 | 58
Cc1ccn2ccnc2c1 | 89 | 150 | 117 | 105 | 104 | 93 | 101 | 99 | 113
C#CCOc1ccc(CNS(=O)(=O)c2ccc(C)cc2)cc1OC | 97 | 101 | 95 | 116 | 102 | 104 | 108 | 105 | 106
C=CCNC(=S)N/N=C/C=C/c1ccccc1 | 69 | 94 | 105 | 87 | 101 | 89 | 110 | 106 | 99
CC1(C)CC[C@]23CC[C@]4(C)[C@H](CC[C@@H]5[C@@]6(C)C/C(=C/c7cccnc7)C(=O)C(C)(C)[C@@H]6CC[C@]54C)[C@H]2[C@H]1OC3=O | 30[100 µM] | 65[100 µM] | 25[100 µM] | 23[100 µM] | 43[100 µM] | 16[100 µM] | 47[100 µM] | 50[100 µM] | 23[100 µM]
C=C(C)C(N)=O | 79 | 98&110 | 103&92 | 101&106 | 101&102 | 76&98 | 104&110 | 105&111 | 107&104
CC(C)CN(CC(C)C)C(=O)CCl | 93 | 93 | 105 | 113 | 108 | 95 | 92 | 103 | 109
CN(c1ccc(Br)cc1)S(=O)(=O)c1ccc(-c2cnc(C3CC3)o2)cc1 | 17 | 47 | 62 | 4.8* | 18 | 14 | 20 | 2.5* | 17
Cc1cc2c(-c3cn[nH]n3)c(O)c(O)cc2c(O)c1-c1c(C)cc2c(-c3cn[nH]n3)c(O)c(O)cc2c1O | 102 | 91 | 102 | 103 | 104 | 110 | 103 | 102 | 98
S=c1[nH]nc(SCc2ccccc2)c2[nH]cnc12 | 96 | 114 | 109 | 112 | 104 | 103 | 95 | 107 | 110
CCCSc1nc(Nc2ccc(S(N)(=O)=O)cc2)c(C#N)c(-c2cc(OC)c(OC)c(OC)c2)n1 | 18 | 52 | 33 | 8.6* | 15 | 11 | 43 | 15 | 16
CCCc1nnn(S(=O)(=O)c2ccc([N+](=O)[O-])cc2)c1CCC | 98 | · | 101 | 105 | 102 | 111 | 95 | 99 | 102
COc1cc2ncnc(Nc3ccc(S(=O)(=O)Nc4cc(C)on4)cc3)c2cc1OCCCN1CCN(c2ccc(F)cc2)CC1 | 91 | 100 | 98 | 105 | 110 | 108 | 105 | 107 | 102
Cc1nn(C(=O)c2ccc([N+](=O)[O-])cc2)c2c1nnc1ncccc12 | 96 | 106 | 103 | 112 | 104 | 100 | 96 | 103 | 103
C=CCn1cc(-c2nc3ccccc3s2)c2cc(-c3ccc4c5c(cccc35)C(=O)OC4=O)ccc21 | 89 | 102 | 86 | 116 | 102 | 100 | 89 | 105 | 101
CS(=O)(=O)c1nc2[nH]c(=O)[nH]c2c(=O)[nH]1 | 86 | 102 | 99 | 107 | 98 | 97 | 97 | 103 | 108
O=c1[nH]c2ccccc2c(O)c1-c1ccccc1 | 94 | 99 | 97 | 106 | 112 | 100 | 97 | 102 | 105

Reformatted: entries from further up.
compound	NCI-H522	NCI-H322M	NCI-H226	COLO 205	HCT-15	HCT-116	NCI-H23	NCI/ADR-RES	NCI-H460
S=c1[nH]nc(SCc2ccccc2)c2[nH]cnc12	96	114	109	112	104	103	95	107	110
CCCc1nnn(S(=O)(=O)c2ccc([N+](=O)[O-])cc2)c1CCC	98	·	101	105	102	111	95	99	102
C=C(C)C(N)=O	79	98&110	103&92	101&106	101&102	76&98	104&110	105&111	107&104
COc1cc2ncnc(Nc3ccc(S(=O)(=O)Nc4cc(C)on4)cc3)c2cc1OCCCN1CCN(c2ccc(F)cc2)CC1	91	100	98	105	110	108	105	107	102
CN(c1ccc(Br)cc1)S(=O)(=O)c1ccc(-c2cnc(C3CC3)o2)cc1	17	47	62	4.8*	18	14	20	2.5*	17
Cc1cc2c(-c3cn[nH]n3)c(O)c(O)cc2c(O)c1-c1c(C)cc2c(-c3cn[nH]n3)c(O)c(O)cc2c1O	102	91	102	103	104	110	103	102	98

Following part
SMILES | NCI-H522 | NCI-H322M | NCI-H226 | COLO 205 | HCT-15 | HCT-116 | NCI-H23 | NCI/ADR-RES | NCI-H460
O=C(NCCO)c1ncc(-c2ccc(C(F)(F)F)cc2)c(NC2CCCCCC2)n1 | 91 | 124 | 83 | 109 | 94 | 93 | 105 | 94 | 100
CN1CCN(c2ccc(Nc3nc(NCCNS(=O)(=O)c4ccc(Cl)cc4)c4sccc4n3)cc2)CC1 | 106 | 99 | 105 | 100 | 48 | 58 | 96 | 100 | 99
c1cc(NCCc2ccncc2)nc(-n2cnc3ccccc32)c1 | 79 | 81 | 77 | 123 | 90 | 82 | 95 | 91 | 79
COc1cc(Nc2ccnc3ccc(Br)cc23)cc(OC)c1OC | -18* | 64 | 79 | 39 | 31 | 22 | 54 | 13 | 7.0*
O=C1CCC2=C3C4CCCCC4C(=O)C4CCCC(OC2C1)C34 (stereo not given) | -32* | 18 | 93 | 75 | 4.4* | -7.4* | -13* | 3.0* | -19*
CC(=O)N1C2=NN=CC=CN2C(=O)C1CC(C)C (stereo not given) | 100 | 99 | 101 | 109 | 104 | 102 | 103 | 104 | 105
COc1ccc2c(c1)c(-c1nn3cc(-c4ccncc4)nc3s1)cn2C | 69 | 85 | 89 | 81 | 61 | 55 | 89 | 70 | 53
COc1ccc(Cn2cc(Cn3c(=O)c(-c4nc5ccccc5[nH]4)cc4ccccc43)nn2)cc1OC | 86 | 97 | · | 112 | 101 | 102 | 91 | 100 | 103
CC(=O)NCC(N)=S | 101 | · | 100 | 113 | 89 | 104 | · | 109 | 108
CCCCN(CCCC)c1ccc(C(=O)O)cc1 | · | 98 | 100 | 99 | 97 | 97 | 98 | 106 | 104
CN1CCN(Cn2nc(-c3cc(F)c(Cl)cc3Cl)n(/N=C/c3ccc(N(C)C)cc3)c2=S)CC1 | 69 | 83 | 101 | 103 | 100 | 82 | 98 | 66 | 115
Cc1ccccc1C(=O)Oc1cc(Cl)c(Cl)cc1Cl | 89 | 109 | 98 | 110 | 102 | · | 98 | 104 | 106
CCCCCc1cc[n+](/C=C/c2ccccc2)cc1 | 64 | 89 | 77 | 85 | 101 | 83 | 49 | 101 | 80
COc1ccc(C(=O)N/N=C/c2ccc(OC)c(Br)c2)cc1 | 92 | · | 85 | 94 | 94 | 94 | 93 | 91 | 100
O=c1[nH]c2ccccc2n1C1CCN(CCOc2ccccc2)CC1 | 76 | 99 | 79 | 94 | 85 | 85 | 93 | 94 | 94
NNC(=O)CO | 91 | 103 | 108 | 113 | 104 | 102 | 102 | 105 | 115

2 compounds from above, reduced to NCI-H522.
smiles	NCI-H522
CCC1=C(Nc2ccccc2)COC1=O	86
CCNCCCCCCNc1cc(OC)cc2cccnc12	135
